Screening results: PubChem BioAssay, The Scripps Research Institute Molecular Screening Center
Tn7 DDE FP: inhibitors of Tn7 peptide binding to fibrin DD(E), primary screen, biochemical, fluorescence polarization, human fibrin, Tn7 probe | Fibrinogen beta chain (Homo sapiens), P02675 | FP displacement of FITC-Tn7 peptide from fibrin DD(E); 0% = median of compound wells per plate | inhibition, % at 8.3 µM | hit rate 0.13% among 370,000;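 active means inhibition above the mean of compounds falling within the control limits plus 3 SD of them, cut at about 14% in these data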;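 further: 0% = plate median of compound wells and 100% = 10 µM Aha-Tn7 peptide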
Target sequence (P02675 whole entry, looked up): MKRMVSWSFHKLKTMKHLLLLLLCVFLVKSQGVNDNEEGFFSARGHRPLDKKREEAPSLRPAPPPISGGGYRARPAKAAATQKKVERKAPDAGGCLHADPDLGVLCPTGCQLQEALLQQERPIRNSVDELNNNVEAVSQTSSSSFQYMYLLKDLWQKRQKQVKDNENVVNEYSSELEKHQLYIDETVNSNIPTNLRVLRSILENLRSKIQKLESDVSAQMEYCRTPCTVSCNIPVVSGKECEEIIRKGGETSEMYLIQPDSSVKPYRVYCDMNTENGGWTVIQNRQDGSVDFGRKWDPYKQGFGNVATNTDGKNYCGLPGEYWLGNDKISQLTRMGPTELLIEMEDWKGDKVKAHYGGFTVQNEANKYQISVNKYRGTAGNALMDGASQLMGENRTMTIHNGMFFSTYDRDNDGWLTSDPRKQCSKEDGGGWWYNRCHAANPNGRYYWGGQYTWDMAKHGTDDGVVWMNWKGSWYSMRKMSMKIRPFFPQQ
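Test system: human clot-derived fibrin DD(E) complex / Quantity: 2 µM final DD(E) protein / Incubation: 10 min plus 3 h, room temperature / Measured by: fluorescence polarization / Benchmarks: high control of 10 µM Aha-Tn7 peptide / Replicates: singlicate testing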
PG9 binder: binders of HIV-1 gp120 antibody PG9, primary screen, biochemical, TR-FRET; HIV-1 gp120 / PG9 antibody interaction; TR-FRET gp120-PG9 antibody binding; inhibition, % at 6.7 µM; hit rate 0.43% among 360,000; in the data active means inhibition above about 8.5%
UHRF1 binding: UHRF1 methylated DNA binding inhibitors, primary screen, counter-screen for MBD2 inhibitor project, biochemical, TR-FRET, human UHRF1, single concentration; E3 ubiquitin-protein ligase UHRF1 (Homo sapiens), Q96T88; UHRF1 binding to methylated oligo; inhibition, % at 4.4 µM; hit rate 0.75% among 370,000; AID 687016, 2013; in the data active means inhibition above about 21%;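 further: UHRF1 SRA domain binding a hemimethylated CpG hairpin DNA probe; 0% = median of test compound wells and 100% = reference inhibitor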
SIAE primary: human SIAE inhibitors, primary screen, biochemical, fluorescence polarization, FP-Rh probe, 1536-well HTS | SIAE FP-Rh probe binding | inhibition, % at 9.66 µM | hit rate 0.69% among 370,000 | Sialate O-acetylesterase (Homo sapiens), Q9HAT2;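 active means inhibition above a cutoff: mean of compounds within the control limits plus 3 SD of those, cut at about 17% in these data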;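 further: 0% = plate median of compound wells and 100% = probe without SIAE protein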
TCR CD3 inh: inhibitors of human TCR-CD3 interaction, primary screen, biochemical, fluorescence, TAMRA-labeled TCR probe; hit rate 0.37% among 360,000; inhibition, % at 9.4 µM; T-cell receptor (TCR); in the data active means inhibition above about 19%;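 further: recombinant mutant TCR 2C K166C tagged with TAMRA read by polarization; 0% = receptor in buffer alone and 100% = receptor with positive control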
HTRA1 inh: HTRA1 serine protease inhibitors, primary screen, biochemical, fluorescence polarization, HTS | AID 504803, 2011 | hit rate 0.5% among 340,000 | recombinant HTRA1, FP-rhodamine activity-based probe | inhibition, % at 5.96 µM; in the data active means inhibition above about 36%;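 further: 0% = enzyme with DMSO and 100% = wells lacking enzyme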
PRMT1 inh: PRMT1 methyltransferase inhibitors, primary screen, biochemical, fluorescence polarization; hit rate 1.3% among 370,000; recombinant PRMT1, activity-based probe fluorescence polarization; Protein arginine N-methyltransferase 1 (Homo sapiens), Q99873; inhibition, % at 2.79 µM;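 active means inhibition above about 21% made by adding two undisclosed values, limit read from the data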
ABHD4 inh: ABHD4 inhibitors, primary screen, biochemical, fluorescence polarization, mouse; (Lyso)-N-acylphosphatidylethanolamine lipase (Mus musculus), Q8VD66; purified mABHD4, FP-Rh probe fluorescence polarization; inhibition, % at 8.92 µM; hit rate 0.54% among 370,000; AID 720543, 2013;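 active means inhibition exceeding the mean over every tested compound plus 3 SD, cut at about 30% in these data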;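 further: 0% = plate median of compound wells and 100% = S159A mutant with DMSO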
Target sequence (Q8VD66 whole entry, looked up): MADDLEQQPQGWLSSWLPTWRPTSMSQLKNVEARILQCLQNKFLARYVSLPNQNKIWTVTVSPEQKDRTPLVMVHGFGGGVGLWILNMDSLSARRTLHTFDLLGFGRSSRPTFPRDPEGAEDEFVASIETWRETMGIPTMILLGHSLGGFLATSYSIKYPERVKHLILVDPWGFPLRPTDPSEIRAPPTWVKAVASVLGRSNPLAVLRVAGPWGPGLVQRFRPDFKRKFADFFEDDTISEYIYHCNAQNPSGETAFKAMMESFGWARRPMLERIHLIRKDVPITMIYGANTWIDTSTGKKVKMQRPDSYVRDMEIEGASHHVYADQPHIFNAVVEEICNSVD
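Assay system: Wild-type mouse ABHD4 protein | Medium: HEPES pH 7.0 buffer, 150 mM NaCl, 0.01% Pluronic F-127 | Incubation: Enzyme–compound pre-incubation 45 min, then probe 60 min, both 25 °C | Technique: Fluorescence polarization with parallel and perpendicular emission, 525/598 nm | Evaluation: % inhibition of FP-Rh probe binding versus controls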
TDP2 inh: human TDP2 enzyme inhibitors, primary screen, biochemical, epi absorbance, recombinant enzyme. Tyrosyl-DNA phosphodiesterase 2 (Homo sapiens), O95551. T5PNP hydrolysis, p-nitrophenol absorbance 415 nm. inhibition, % at 12.8 µM. hit rate 0.34% among 370,000;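 active means inhibition above the mean of all tested compounds plus 3 SD, set per campaign, cut at about 25% in these data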;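 further: 0% = DMSO with enzyme and 100% = buffer with substrate but no TDP2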
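Evaluation: % inhibition relative to enzyme-containing and enzyme-free wells. Material: recombinant human TDP2. Benchmarks: enzyme-free and DMSO wells. Timing: enzyme reaction with compound for 2 h at 37 °C. Compound dosing: 12.8 µM only. Measured by: p-Nitrophenol epi absorbance. Reagent: T5PNP substrate at 5 mM, a TopII-DNA adduct mimic. Replication: single well per compound.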
LEDGF integ inh: blockers of LEDGF/p75-dependent integrase strand transfer – biochemical, TR-FRET, high throughput, primary screen; HIV-1 integrase (with human LEDGF/p75); TR-FRET IN-LEDGF/p75 DNA integration, Eu/Cy5; inhibition, % at 3.7 µM; hit rate 0.64% among 370,000; AID 743269, 2014;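 active means inhibition above the screen-wide mean plus 3 SD, cut at about 13% in these data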;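 further: signal is the Cy5 over europium emission ratio at 671 and 618 nm; 0% = plate median of compound wells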
Active calls of the source: *; x = not tested or not shown.

SMILES | Tn7 DDE FP | PG9 binder | UHRF1 binding | SIAE primary | TCR CD3 inh | HTRA1 inh | PRMT1 inh | ABHD4 inh | TDP2 inh | LEDGF integ inh
CCc1nnc(NC(=O)CSc2nnc(C(C)NC(=O)c3ccccc3F)n2C)s1 (centres undefined) | -3 | 1.8 | -2 | 2 | 1 | 0 | -1 | -6 | 12 | 2
O=C(NCc1ccccc1)[C@@H]1CCCN1C(=O)[C@H]1CCCN1C(=O)c1cc(F)cc(F)c1 | -1 | -0.1 | 0 | 0 | 9 | x | -5 | 4 | -7 | -5
Cc1cc(C)c(C)c(S(=O)(=O)NCC(=O)N2CCCC2)c1C | -7 | -1.2 | -3 | -4 | 1 | 12 | -2 | -7 | -3 | 2
COC(=O)c1cccc(-n2sc3ccccc3c2=O)c1 | -3 | -0.4 | 8 | 6 | -8 | 6 | 98* | 2 | -1 | 0
CC(OC(=O)c1cccc(S(=O)(=O)Nc2cccc(C(F)(F)F)c2)c1)C(=O)Nc1ccc2c(c1)OCCO2 (centres undefined) | -1 | -1.4 | -2 | -25 | 0 | -48 | 0 | -54 | 9 | -3
COc1ccc(S(=O)(=O)N2CCOCC2)cc1NC(=O)CSc1cccc[n+]1[O-] | -1 | 0.3 | 0 | -1 | 6 | 11 | -3 | 2 | 3 | 4
O=C(CS(=O)(=O)Cc1ccccc1)Nc1ccccc1Cl | -4 | -0.8 | 4 | -5 | -7 | -3 | 0 | -2 | 1 | -4
COc1ccccc1C1C(C(=O)c2cc3ccccc3o2)=C(O)C(=O)N1CCN(C)C (centres undefined) | -1 | 13* | -5 | 1 | 6 | 4 | 0 | 3 | 0 | 1
CC(C)NC(=O)N[C@H]1C[C@@H]2O[C@@H](CO)CC[C@@H]2O[C@@H]1CCc1ccc(-c2ccccc2F)cc1 | 6 | x | 2 | -5 | x | x | -2 | 0 | 10 | 0
CCN(Cc1ccccc1)C(=O)c1cccs1 | -7 | -0.2 | 3 | -1 | -5 | -1 | -1 | -3 | -21 | 3
Cc1onc(C(=O)/C=C/N(C)C)c1C(=O)Nc1nccs1 | 0 | -0.1 | -3 | 4 | 1 | -5 | -5 | 1 | 7 | 2
Cc1cc(=O)n2nc(N3CCCC(C(=O)NC4CCC(C)CC4)C3)sc2n1 (centres undefined) | -4 | -2.5 | -2 | -3 | 2 | -4 | -1 | -1 | 3 | 0
O=C(CSc1nnc2ccc(-c3ccncc3)nn12)c1cccs1 | -3 | -0.8 | -2 | -4 | 9 | -4 | 2 | 4 | -10 | 1
CCN(CC)C(=O)C1CCN(Cc2cn(C)nc2-c2ccc(Oc3ccccc3)cc2)CC1 | 4 | -0.2 | 3 | -6 | -1 | 2 | 2 | 3 | 3 | -4
CCOC(=O)C1(C)CCCN(C(=O)c2cc(F)ccc2C)C1 (centres undefined) | -2 | -0.4 | 2 | 2 | -1 | x | 1 | 2 | -6 | 3
CC(C)CNS(=O)(=O)c1ccc(OCC(=O)Nc2ccc3c(c2)OCCO3)cc1 | -2 | -1.1 | 2 | -3 | 2 | -3 | 2 | 4 | 9 | 1
CCCCCn1nc(C(=O)N(CC(C)C)c2c(N)n(CCCC)c(=O)[nH]c2=O)c2ccccc2c1=O | 1 | -1.5 | -1 | -6 | 1 | -3 | -8 | -5 | -17 | -1
COc1cc(NC(=O)c2onc(C)c2Cl)c(OC)cc1Cl | -10 | -1.0 | 0 | 0 | 6 | 0 | -5 | -3 | -10 | 1
COC(=O)C1CCN(C(=O)c2oc3c(Cl)cc(C)cc3c2C)CC1 | 6 | -2.4 | 2 | -2 | 0 | -6 | 0 | 0 | 6 | 0
O=C(NCCOc1ccc(F)cc1)C1CCC(=O)N(CCCN2CCCC2=O)C1 (centres undefined) | 0 | -0.3 | 2 | 3 | 1 | 2 | -2 | -2 | 3 | 1
O=C(O)c1cccnc1SCC(=O)C12CC3CC(CC(C3)C1)C2 | -9 | -0.2 | -2 | 8 | 0 | 5 | -3 | 1 | 3 | 5
CCCS(=O)(=O)N1CCCC(C(=O)Oc2ccc(Cl)cc2)C1 (centres undefined) | -11 | -1.1 | -2 | -2 | 9 | 4 | 1 | 2 | 10 | 1
COC(=O)CCC(=O)Nc1cccc(C(=O)Nc2cccc(Cl)c2)c1 | -3 | -0.7 | -1 | -10 | -8 | -11 | 2 | 3 | 7 | -1
CC(C)(C)CC(C)(C)N=C1NS(=O)(=O)c2cc([N+](=O)[O-])ccc21 | -8 | 0.6 | 5 | -1 | 1 | 1 | -2 | 0 | -2 | 5
O=C(NCc1cccnc1)C1CCN(S(=O)(=O)c2cccc(C(F)(F)F)c2)CC1 | -8 | -0.8 | -1 | -2 | 2 | 6 | -2 | -4 | -9 | 1

Three entries drawn at random from those above:
SMILES | Tn7 DDE FP | PG9 binder | UHRF1 binding | SIAE primary | TCR CD3 inh | HTRA1 inh | PRMT1 inh | ABHD4 inh | TDP2 inh | LEDGF integ inh
COc1cc(NC(=O)c2onc(C)c2Cl)c(OC)cc1Cl | -10 | -1.0 | 0 | 0 | 6 | 0 | -5 | -3 | -10 | 1
CCN(CC)C(=O)C1CCN(Cc2cn(C)nc2-c2ccc(Oc3ccccc3)cc2)CC1 | 4 | -0.2 | 3 | -6 | -1 | 2 | 2 | 3 | 3 | -4
O=C(NCc1ccccc1)[C@@H]1CCCN1C(=O)[C@H]1CCCN1C(=O)c1cc(F)cc(F)c1 | -1 | -0.1 | 0 | 0 | 9 | x | -5 | 4 | -7 | -5

(listing goes on)
SMILES | Tn7 DDE FP | PG9 binder | UHRF1 binding | SIAE primary | TCR CD3 inh | HTRA1 inh | PRMT1 inh | ABHD4 inh | TDP2 inh | LEDGF integ inh
CCOCC(=O)Nc1ccc2c(c1)OCCO2 | 0 | 1.1 | 2 | 0 | -4 | 11 | 5 | -10 | -7 | 1
O=C(CCn1nc(-c2ccccc2)c2ccccc2c1=O)NN1CCOCC1 | 2 | 0.3 | 0 | -10 | 1 | -6 | -1 | 4 | 3 | 0
O=S(=O)(NC1CC1)c1ccc(S(=O)(=O)N(Cc2ccccn2)C2CCCC2)cc1 | 11 | 0.8 | 2 | 1 | -1 | 5 | 1 | 1 | 5 | 1
O=C(NCCN1CCOCC1)c1cc(-c2ccc(Cl)s2)nc2ccccc12 | 2 | 6.9 | 2 | -8 | -6 | -5 | -1 | -2 | 12 | 2
CCOc1ccc(NC(=O)c2cc3ccccc3cc2OC)cc1 | -1 | -2.6 | -1 | 0 | 9 | -28 | 1 | -6 | 8 | 1
COc1ccc(NC(=O)c2cc(C3CCCCN3C(=O)OCCF)on2)c(C)c1 (centres undefined) | 1 | 0.2 | 0 | 3 | 4 | x | -1 | -3 | -2 | -2
CSC1=N/C(=C\C=C\c2cccs2)C(=O)S1 | -5 | -0.2 | 4 | 4 | 2 | -3 | 9 | 16 | 15 | 9
Cc1cccc(N=Nc2c(C)c(C#N)c(O)[nH]c2=O)c1 | -6 | -2.9 | 2 | 4 | 8 | 8 | 0 | -2 | -12 | 2
Cc1c(/C=N/O)c2ccccn2c1C=O | 0 | -1.5 | -7 | -2 | -2 | -11 | -1 | 4 | 1 | -2
COc1ccc(NC(=O)Nc2nnc(C(C)(C)C)s2)cc1 | -4 | 2.4 | 2 | -7 | -11 | -2 | -1 | 3 | 11 | 0
COC(=O)N/N=C/c1ccc([N+](=O)[O-])s1 | 2 | -1.0 | 2 | 0 | 6 | 7 | 5 | 4 | -3 | 3
COc1ccc(/C=N/Nc2cc(N(C)C)nc(N(C)C)n2)cc1 | 6 | -2.3 | -7 | 4 | 2 | 7 | -3 | 3 | 2 | 2
COc1ccc(Nc2nnc(SCC(=O)c3cc(C)n(CC4CCCO4)c3C)s2)cc1 (centres undefined) | 1 | -1.8 | -2 | 6 | 8 | -10 | 3 | 4 | 0 | -1
O=C(COc1ccc(Cl)cc1Cl)NN=C1c2ccccc2-c2ccccc21 | 0 | 1.6 | 2 | -4 | -2 | -6 | 0 | -4 | 9 | 1
CCOC(=O)C1CCCN(S(=O)(=O)c2cccs2)C1 (centres undefined) | -5 | -1.9 | 3 | 7 | -4 | -7 | -3 | 3 | 2 | 3
COc1ccccc1Cc1c(-c2ccc(Cl)cc2)nc2c(Cl)cc(C(F)(F)F)cn12 | -2 | -0.2 | 0 | 0 | -8 | x | 1 | -17 | 6 | 5
COc1cccc(CNc2nc(NC(C)C)nc3ccsc23)c1 | -1 | 2.1 | 1 | 0 | -2 | x | 0 | -3 | -7 | -7
COCCNc1nc(NCc2ccc(C(C)C)cc2)c2sccc2n1 | 6 | 0.5 | -1 | 2 | 1 | x | 0 | 6 | 1 | -5
CCNC(=O)C1(C)CCN1CCC(=O)c1ccc(C)cc1 (centres undefined) | 0 | -1.6 | 1 | -2 | 1 | x | 4 | 6 | 3 | 1
CC1CN(c2ccc(Cl)cc2[N+](=O)[O-])CCN1S(C)(=O)=O (centres undefined) | 8 | 0.3 | -1 | 5 | 6 | 4 | -1 | 5 | 14 | -1
COc1cc(C2N(Cc3ccccc3)CCN2Cc2ccccc2)ccc1OC(C)=O | -2 | -2.1 | -3 | -2 | -2 | 8 | -3 | 0 | 1 | 4
CCOc1ccccc1C1CC(=O)NC(SCC(=O)Nc2nccs2)=C1C#N (centres undefined) | 5 | -4.0 | 14 | 3 | -3 | -2 | 2 | -7 | -10 | 0
O=C(Cn1nc(-c2ccccc2)c2ccccc2c1=O)NCCN1CCOCC1 | 7 | 0.7 | 2 | -3 | 1 | 2 | 1 | -5 | 1 | 1
CCCCn1c(N)c(N(CC(C)C)C(=O)c2ccc(N3C(=O)c4ccccc4C3=O)cc2)c(=O)[nH]c1=O | 2 | -0.7 | -4 | -2 | 2 | -1 | -3 | 3 | 9 | 3
COc1ccc(OC)c(/C=N/c2oc(-c3ccco3)c(-c3ccco3)c2C#N)c1 | 0 | -2.0 | 6 | 0 | -1 | 13 | 10 | 15 | 7 | 4
Cc1cc(=O)[nH]c(SCC(=O)c2ccc(O)c(O)c2)n1 | -5 | -5.8 | 2 | 17 | 6 | 6 | 8 | 17 | -15 | 10
O=C(CN1C(=O)c2ccccc2C1=O)Nc1sc2c(c1C(=O)NCC1CCCO1)CCC2 (centres undefined) | -8 | -2.5 | 0 | 11 | 2 | 3 | -4 | -1 | -2 | 1
